12-LOX inh: blocks human arachidonate 12S-lipoxygenase | P18054 | purified 12hLO, xylenol orange hydroperoxide absorbance | Potency, µM (top dose mostly 108 µM), inactives show at the top dose activity change, negative = inhibition, actives largely listed as inhibitors | 580,000 tested, 1.1% active | AID 1671190; active = well fitted inhibition curve with a large enough effect; inconclusive = small, poorly fitted or top-dose-only effect, or another doubt; inactive = no such curve, though single readings can be large or run the other way
Target sequence (P18054 whole entry, looked up): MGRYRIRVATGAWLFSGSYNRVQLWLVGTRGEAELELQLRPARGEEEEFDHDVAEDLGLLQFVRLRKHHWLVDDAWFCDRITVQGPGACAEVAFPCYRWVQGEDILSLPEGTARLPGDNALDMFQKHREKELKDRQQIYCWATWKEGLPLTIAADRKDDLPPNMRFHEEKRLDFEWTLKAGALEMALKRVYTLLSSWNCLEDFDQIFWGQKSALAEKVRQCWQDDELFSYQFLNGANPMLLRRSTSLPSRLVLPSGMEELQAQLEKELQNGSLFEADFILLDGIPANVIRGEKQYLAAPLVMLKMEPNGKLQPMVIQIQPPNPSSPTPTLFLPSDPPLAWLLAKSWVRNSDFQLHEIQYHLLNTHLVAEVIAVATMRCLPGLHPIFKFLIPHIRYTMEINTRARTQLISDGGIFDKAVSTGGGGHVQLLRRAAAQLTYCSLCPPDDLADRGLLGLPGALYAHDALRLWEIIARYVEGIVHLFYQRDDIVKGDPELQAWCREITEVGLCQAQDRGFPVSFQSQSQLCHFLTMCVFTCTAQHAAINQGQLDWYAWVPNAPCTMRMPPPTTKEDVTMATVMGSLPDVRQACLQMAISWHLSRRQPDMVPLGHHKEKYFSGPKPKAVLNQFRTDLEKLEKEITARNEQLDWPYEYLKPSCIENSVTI
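Purified human 12hLO (150 nM final) in 25 mM Hepes, 0.01% Triton X-100, pH 7.0 was preincubated 15 min at room temperature with compound. Then 40 uM arachidonic acid was added, 30 min. Hydroperoxide was read by Fe-XO absorbance ratio 573/405 nm.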
Numbers without * were called inactive; ? = inconclusive; [ ] = another dose, or the depositor's remark. % is set by controls: 0 for no effect and ±100 for the full control effect; potency is the fitted concentration of half-maximal effect. An excerpt; count on the stated rates, not on these rows.

Molecule	12-LOX inh
Cc1noc([C@@H]2CN(C(=O)c3ccsc3)C[C@H]2C(N)=O)n1	13%
COc1ncccc1CNC[C@H]1O[C@@H]2C[C@@H](CC(=O)NCc3nccn3C)O[C@@H]2[C@@H]1O	?
O=C(CN1C(=O)COc2ccc(C(=O)COc3ccc(F)cc3)cc21)NCCc1ccccc1	22%
COc1ccccc1C(=O)Nc1ccc2oc(=O)ccc2c1	?
COc1ccc(CN2C(=O)C(n3ccc4ccccc43)c3cc(F)ccc32)cc1 (configuration not stated)	?
COc1coc(CN2CCCC(CCc3ccccc3F)C2)cc1=O (configuration not stated)	?
CN(Cc1ccco1)C(=O)c1cccc(S(=O)(=O)N2CCCCC2)c1	16%
O=C(COC(=O)C1(c2ccc(F)cc2)CCCC1)Nc1ccc([N+](=O)[O-])cc1C(F)(F)F	10%
Cc1ccc(-c2cc(O)c3c(c2)CNCCO3)s1	?
Cc1cn2nc(C(=O)N3CCC(C(=O)NC4CCCC4)CC3)cc2c(=O)[nH]1	-1%
Cc1nc2c(c(-c3ccc(Cl)cc3)n1)CCN(C(=O)c1ccccc1C)CC2	23%
Cc1ncsc1C(=O)N1CCC2(CC1)OC(=O)N(Cc1ncccn1)C2(C)c1ccccc1 (configuration not stated)	17%
COc1ccc2c(C)cc(SCC(=O)NCc3ccc(F)cc3)nc2c1	-8%
CC1COCCN1Cc1ccccc1C#N (configuration not stated)	?
CCCNC(=O)N1CC(Oc2ccc(-c3nc(-c4ccccc4)no3)cc2)C1	22%

Molecules above containing a thiophene ring, fused or not (2):
Molecule	12-LOX inh
Cc1noc([C@@H]2CN(C(=O)c3ccsc3)C[C@H]2C(N)=O)n1	13%
Cc1ccc(-c2cc(O)c3c(c2)CNCCO3)s1	?

Later entries:
Molecule	12-LOX inh
Cn1c(=O)[nH]c(=O)c2c1nc(Sc1ccccc1)n2Cc1ccccc1	-20%
CCC(=O)N1CCc2sc(C(=O)NCc3cccnc3)cc2C1	41%[activator]
CC(CCc1ccccc1)NC(=O)c1ncc(Cl)c(Cl)c1Cl (configuration not stated)	6%
O=C(NC1CCCc2c1[nH]c1ccc(F)cc21)c1n[nH]c2c1CCCC2 (configuration not stated)	14%
Cc1cccc(CNC(=O)c2cnn(-c3nccc(-c4ccccc4C(F)(F)F)n3)c2C)n1	15%
O=C(CCc1ncc(-c2ccccc2Cl)o1)Nc1nccs1	16%
COCC(=O)NCCC1CCN(C(=O)Nc2ccc(F)cc2)CC1	68%[activator]
Cc1oc(-c2ccccc2)nc1CC(=O)N1Cc2ccccc2C(O)C1 (configuration not stated)	7%
Cc1ccc(C(=O)N2CCC(c3nc(C4CCOCC4)no3)CC2)cn1	36%
CC(=O)N1CCN(C(=O)[C@@H]2Cc3cn(Cc4cc(C)on4)c4cccc(c34)[C@H](CC(C)C)N2)CC1	25%
Cc1nnc(SCc2nc3ccccc3o2)n1-c1ccccc1	14%
Cc1ccc(NC(=O)Cn2c(-n3nc(C)cc3C)nc(-c3ccccc3)cc2=O)cc1	-5%
Cn1ncc(N2CCC(NC(=O)C3CCC3)CC2)cc1=O	10%
CC(OC(=O)c1ccc(O)cc1)C(=O)C12CC3CC(CC(C3)C1)C2 (configuration not stated)	?
CN(C)CCNC(=O)c1nc(-c2ccccc2)cc2[nH]ccc12	5%[176 µM]
COC(=O)C1CN(Cc2ccc(OC)cc2)CCS(=O)(=O)N1Cc1cn(Cc2ccc(C)cc2)nn1 (configuration not stated)	-26%
CC(=O)Nc1cccc(C(=O)OCC(=O)NCc2cccs2)c1	30%
Cc1cc(-c2cc3c(cn2)CN(Cc2ccccn2)CCN3)ccn1	84%[activator][176 µM]
CCC(CC)NC(=O)COc1ncnc2ccc(Br)cc12	-26%
CCc1nc2nccc(-c3ccc(OC)cc3)n2n1	39%[activator]
CCCNc1c(NC(=O)NCc2ccc(F)cc2)c(=O)oc2ccccc12	?
O=C(Nc1ccon1)[C@@H]1C[C@@H](c2ccc(F)cc2)N(Cc2ccccc2)C1	-29%[176 µM]
CCCOC(=O)N1CCCC2(CCC(=O)N(Cc3ccccc3)C2)C1 (configuration not stated)	23%
Cc1ccccc1Cc1nc(-c2nnn3c2COC(c2ccc(Cl)cc2)C3)no1 (configuration not stated)	23%
CC(=O)NC1(C)CCN(Cc2ccc(-c3cccc(Cl)c3)cc2)C1 (configuration not stated)	?
COc1ccc(Cn2c(C3CCN(C(=O)COc4ccccc4)CC3)n[nH]c2=O)cc1	?
N#C/C(=C\c1ccc(-c2ccc(Br)cc2)o1)c1nc2ccccc2[nH]1	?
Cc1c(-c2ccccc2)c(=O)oc2cc(OCC(=O)OC(C)(C)C)ccc12	-15%
CC(NC(=O)CCC1CCCCC1)c1ccccn1 (configuration not stated)	28%
COCCc1nncn1C1CCN(S(=O)(=O)c2ccc(F)cc2)CC1	29%
Cc1noc(-c2ccco2)c1C(=O)N(C)Cc1ccccc1	37%[activator]
CN1Cc2c(cc(N3CCOCC3)nc2-c2cccc(F)c2)C1=O	8%[176 µM]
C=CCNc1cccc2c1S(=O)(=O)N[C@H](C)CO2	?
O=C1NC(c2ccc(Br)cc2)c2c(-c3ccccc3)n[nH]c21 (configuration not stated)	-10%
O=C(NCc1ccc2c(c1)OCO2)C1Cn2cccc2C(=O)N1Cc1cccnc1 (configuration not stated)	32%
COc1ccccc1C(=O)NC1CCN(c2cc(C(F)(F)F)nc(C)n2)CC1	28%
O=C(Oc1cccc(Br)c1)c1cccc2ccccc12	5%
CCCc1noc(CN2CCC(c3nc4ccccc4s3)CC2)n1	-3%
CCCn1cc2c(C(F)(F)F)cc(=O)n(CCC(=O)O)c2n1	7%
Cc1ccc(NC(=O)Nc2ccccc2)c(=O)n1CC(=O)NCCN1CCCCC1	16%
Cc1nc(NCCCNC2CCCCC2)c2cnn(C)c2n1	6%
CCOc1ccc(/C=N/OCc2c(Cl)cccc2Cl)cc1OC	?
CN(C)C(=O)c1cccnc1OC1CCN(S(=O)(=O)c2ccc(F)c(Cl)c2)C1 (configuration not stated)	25%
CN(CC(=O)N(C)C)Cc1coc(-c2ccc(Cl)cc2)n1	28%
CCCCC(Sc1nnc(C)n1-c1cccc(C)c1)C(=O)Nc1cc(C)on1 (configuration not stated)	-20%

Additional structures follow:
compound | 12-LOX inh
COc1cccc(CNC(=O)c2ccc(NC(=O)N3CCSc4nc(C)cc(C)c43)cc2)c1 | 13%
Cc1ccn2c(=O)cc(CN3CC[C@@H]4[C@@H](CCC(=O)N4CCC(C)C)C3)nc2c1 | -10%
COc1ccccc1N1CCN([C@H]2[C@@H]3OC[C@@H](O3)[C@@H](N(CC3CC3)CC3CC3)[C@@H]2O)CC1 | ?
CCOCCn1c(=O)c2c(nc(-n3nc(C)cc3C)n2Cc2ccc(C)cc2)n(C)c1=O | 2%
CNC(=O)CCn1ncc2cc(OCc3ccccc3-c3cc(F)ccc3OC)ccc21 | ?
CN(CCOc1cccc(F)c1)Cc1nc(C2CC2)no1 | -34%
COCC[C@]1(O)CCN(C(=O)c2cccc(OC)c2C)C[C@H]1C | 24%
CN1CCC2(Cc3ccccc3CN(C(=O)c3ccccc3)C2)C1 (configuration not stated) | 20%[6.33 µM]
OCCC(N1CCOCC1)C(O)(c1ccccc1)c1ccccc1 (configuration not stated) | -5%
C=CCNc1nc(C(=O)OCC(=O)Nc2ccccc2)cs1 | ?
Cn1nc(C(=O)Nc2ccnn2Cc2ccc(Br)cc2)c2ccccc2c1=O | ?
CN(c1ccc(-c2csc(NC(C)(C)C)n2)cc1)S(C)(=O)=O | -76%
O=C(Nc1nccs1)C1CC(=O)N(Cc2ccccn2)C1 (configuration not stated) | -4%
COc1cccc(-c2cc(C(F)(F)F)nc(N3CCN(Cc4ccccc4)CC3)n2)c1 | 3%
CC1(C)CN(C(=O)c2csc(Cc3ccccc3)n2)CC1(C)O (configuration not stated) | 33%[activator]
CCCCCn1nnnc1C1c2ccccc2OCC(=O)N1Cc1ccco1 (configuration not stated) | -6%
CCc1cc(-c2ccccc2)nc2ccccc12 | 11%
Cc1ccc2[nH]c(CCn3cc(-c4cncnc4)nn3)nc2c1C | -12%
CC(C)c1c(C(=O)N2CCCCC2c2cccnc2)cnn1-c1nccc(-c2cccs2)n1 (configuration not stated) | 7%
CCOC(=O)c1c(C)[nH]c(C)c1C(=O)CSc1ncnc2sc3c(c12)CCC3 | -27%
c1ccc(CNc2cc(-c3cc(N4CCCCC4)ncn3)c3cc[nH]c3n2)nc1 | 47%[activator]
CCOc1ccc(NC(=O)CSc2nc3cc(C)[nH]c3c(=O)n2C)cc1 | 4%
COc1ccc(C(=O)/C=C/c2ccccc2F)cc1CSCC(=O)O | ?
Cc1nc2sc3c(c2c2nc(C(=O)NCCN(C)C)nn12)CC(C)CC3 (configuration not stated) | 15%
Cc1ccc(CN2C[C@H](Sc3ccccn3)C[C@H]2C(=O)Nc2ccc3sc(C)nc3c2)s1 | 13%

Part of the list above, with values ahead of the structure.
12-LOX inh | Molecule
-76% | CN(c1ccc(-c2csc(NC(C)(C)C)n2)cc1)S(C)(=O)=O
-4% | O=C(Nc1nccs1)C1CC(=O)N(Cc2ccccn2)C1 (configuration not stated)
3% | COc1cccc(-c2cc(C(F)(F)F)nc(N3CCN(Cc4ccccc4)CC3)n2)c1
33%[activator] | CC1(C)CN(C(=O)c2csc(Cc3ccccc3)n2)CC1(C)O (configuration not stated)
-6% | CCCCCn1nnnc1C1c2ccccc2OCC(=O)N1Cc1ccco1 (configuration not stated)

Back to the main list, starting four compounds before the break.
compound | 12-LOX inh
CCOc1ccc(NC(=O)CSc2nc3cc(C)[nH]c3c(=O)n2C)cc1 | 4%
COc1ccc(C(=O)/C=C/c2ccccc2F)cc1CSCC(=O)O | ?
Cc1nc2sc3c(c2c2nc(C(=O)NCCN(C)C)nn12)CC(C)CC3 (configuration not stated) | 15%
Cc1ccc(CN2C[C@H](Sc3ccccn3)C[C@H]2C(=O)Nc2ccc3sc(C)nc3c2)s1 | 13%
O=C(Nc1cccc(F)c1)N1Cc2[nH]cnc2C[C@H]1c1nc(-c2ccncc2)no1 | 38%[activator][176 µM]
CN(C)CCNCc1ccc(C(F)(F)F)cc1 | 18%
Cc1ccc(-c2cc(C(=O)N(C)CCC#N)c3ccccc3n2)cc1 | -9%
C[C@@H]1ON(C)[C@H]2C[C@H]3c4cc(N5CCOCC5)ccc4CCN3C[C@@H]12 | 101%[activator]
CC(=O)Nc1ccc(CNC[C@H]2Cn3c(-c4ccc5c(c4)OCCO5)cnc3CO2)cc1 | 109%[activator][176 µM]
NC(=O)c1ccc(CC2CCNCC2)cc1 | 26%
C(=Nc1ccccc1N=Cc1cccs1)c1cccs1 | 5%
CCc1noc(-c2ccn3c(CNC(=O)Cc4c[nH]c5ccccc45)nnc3c2)n1 | 17%
c1ccc2c(CN3CCn4c(nnc4C4CCCNC4)C3)cccc2c1 (configuration not stated) | 3%
Nc1nc(Nc2ccc(F)cc2)sc1C(=O)c1ccccc1Cl | -25%
COc1cccc(CC(=O)N[C@H](C)c2onc(-c3ccc(F)cc3)c2C(=O)O)c1 | ?
Cc1cccc(/C=C(/C(=O)N2CCCC(C)C2)c2cccs2)c1 (configuration not stated) | -4%
Cc1ccc(-c2cc(C(=O)N3CCC(C(N)=O)CC3)c3ccccc3n2)c(C)c1 | -5%
O=C(c1ccccc1F)N1CCn2c(nn(-c3ccc(F)cc3)c2=O)C1 | 26%
Cc1ccc(C2Cn3nnc(C(=O)N4CCC(C(=O)Nc5ccc(F)cc5)CC4)c3CO2)cc1 (configuration not stated) | -5%
O=C(Nc1ccc2ccccc2c1)C(c1ccccc1F)n1c(=O)c(-c2cc3ccccc3[nH]2)nc2ccccc21 (configuration not stated) | -30%
CCCCN(C)C(=O)Cn1ccn2nc(-c3ccccc3)c(CO)c2c1=O | ?
CCCc1nn(C)c2c(=O)[nH]c(-c3cc(S(=O)(=O)Nc4cccc(C)c4)ccc3OCC)nc12 | -2%
CC(C)NC(=O)CSc1ccccc1C(=O)Nc1ccccc1C(=O)NC1CC1 | 1%
O=C(NCc1ccccc1)C1CCN(c2cnc3nccnc3c2)CC1 | ?
O=C(N[C@@H](Cc1cccnc1)C(=O)N1CCC[C@H]1C(=O)NC1CCCC1)C1CC1 | -20%
c1ccc([C@@H]2CNC[C@H]2COc2ccncc2)nc1 | ?
CCCCCNC(=O)C(c1cc2ccccc2o1)n1c(=O)c(-c2cc3ccccc3[nH]2)nc2ccccc21 (configuration not stated) | ?
COC(=O)[C@@H]1Cc2ncn(Cc3ccc(Cl)cc3)c2CN1S(=O)(=O)c1ccc(OC)cc1 | 54%[activator]
CN(C)CC(=O)N[C@@H]1C=C[C@@H](CC(=O)NCCN2CCCCC2)O[C@@H]1CO | ?
CNS(=O)(=O)c1ccc(C)c(C(=O)Nc2ccc(N3CCCCC3)c3ccncc23)c1 | 75%[activator]
CC(C)n1nc(C(=O)Nc2nc(-c3ccc4c(c3)OCCO4)cs2)c2ccccc2c1=O | 35%[activator]
CSc1ccc(-c2ccc(C=O)cc2)cc1 | 2%[12.5 µM]
CC(C)(C)NC(NC(=O)c1ccc(C(C)(C)C)cc1)C(Cl)(Cl)Cl (configuration not stated) | ?
CCNc1ccc(S(=O)(=O)N(CC)CC)cc1NC(=O)c1ccccc1F | -23%
O=C(CCCCCn1c(=O)[nH]c2ccccc2c1=O)NC1CCCC1 | ?
CCCSc1nn(CCN(C)C)c2nc3sc(C)c(CC)c3c(=O)n12 | 6%
O=C(O)c1ccc(-c2ccc(Cl)c(Cl)c2)cc1F | -25%
O=C1CC(c2ccc(Cl)cc2)c2sc(C(=O)O)c(-c3ccc(F)cc3)c2N1 (configuration not stated) | ?
CCc1noc(-c2cccn3c(CNC(=O)c4ccccc4OC)nnc23)n1 | 74%[activator]
CN(Cc1ccccc1)C(=O)C1CC(=O)N(c2n[nH]c3cccc(F)c23)C1 (configuration not stated) | 10%

Source: PubChem (National Center for Advancing Translational Sciences (NCATS))
